# Compound activity (PubChem BioAssay)
# MT stabilizer: microtubule stabilizers in HeLa cells, primary screen, imaging, high-content imaging; % tubulin-high responders, % at 10 µM; 0.83% of 200,000 active; AID 2205, 2009; HeLa tubulin immunostaining HCS, 24 h; share of cells brighter than vehicle mean+2SD;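 active = plate Z-score above 3 for both tubulin-high and condensed-nucleus cell shares, with cell loss under 80%, at 10 µM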;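 note: anti alpha tubulin signal scored within the nucleus-defined area of each cell; some results filed as inactive read as strong as hits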
# Insulin prom up: insulin promoter activators in MIN6 cells, imaging, high-content screening, mouse beta cells. AID 1625, 2009. 0.3% of 190,000 active. z-score at 5 µM. MIN6 insulin promoter-GFP reporter; active compounds read high;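 active = z-score above 3 at 5 µM with at least 500 cells counted in the well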
# WT yeast gro inh: growth inhibition of WT strain, primary screen, mitochondrial fusion inhibitor project, WT and mutant strains, chemical genetic. 2.1% of 190,000 active. inhibition, % at 10 µM. mitochondrial fusion phenotypic screen; in the data active = inhibition above about 58%; tested in S. cerevisiae
# Yfh1-off respiration: enhancers of respiration in Yfh1-depleted yeast, dose response, Friedreich's ataxia, plus single-dose screen (AID 1465); fold induction at 50 µM; hits with a dose series show EC50 in µM; 0.074% of 220,000 active; S. cerevisiae Yfh1-off respiration, WST-1 reduction, 72 h; higher fold induction means a stronger effect;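 active = fold induction of absorbance versus untreated yeast above a set limit, then at least 30% activation at any dose in follow-up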;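 note: activators that raise dye reduction in frataxin-depleted yeast; strong numbers were not always called active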
# bCat nuc transl: modulators of beta-catenin nuclear translocation, primary screen, imaging, HeLa cells, immunofluorescence, high-content. nuclear translocation activity, % at 5 µM. 0.3% of 190,000 active. AID 1665, 2009;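 active = nuclear translocation activity above 50% at 5 µM, with a well cell count of 50 or more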;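 note: per-cell ratio of nuclear to cytoplasmic median beta-catenin stain intensity; plate controls were DMSO negative control for no effect and GSK-3 inhibitor IX positive control for full effect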
#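 Test system: human HeLa cell line; Doses: 5 µM primary, 0.02–20 µM confirmation; Incubation: 24 h compound exposure, 37°C; Detection: beta-catenin immunofluorescence imaging with DAPI; Read-out: beta-catenin nuclear/cytoplasmic ratio, % activation.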
# Dynein transport: inhibitors of GR-EGFP nuclear translocation, primary screen, dynein cargo transport inhibitor project, imaging, high-content, 3617.4 mouse cells | test concentration mostly 20 µM; stimulated with dexamethasone, 1 µM; active compounds read low | z-score, hits read low | 0.47% of 220,000 active | AID 1381, 2008;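 active = plate z-score of nuclear minus cytoplasmic receptor signal below a set negative limit, without overly bright fluorescence or cell loss, cut at about -3.5 in these data, passing the limit was not always enough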;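 note: z-score of nuclear minus cytoplasmic ring GR-EGFP intensity difference per well; some compounds called inactive have numbers as strong as hits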
#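 Medium: Induction medium lacking tetracycline, stripped serum | Probe or stimulus: 1.0 µM final dexamethasone stimulus | Schedule: 48 h induction, then 1 h compound, then 30 min agonist, 37 °C | Signal: Automated 10x imaging of fixed Hoechst-stained cells | Evaluation: Per-cell GR-EGFP intensity, nucleus versus surrounding cytoplasmic ring, well-averaged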
# Autophagy HCS: autophagy modulators in MEF cells, primary screen, imaging, high-content, MEF GFP-LC3; MEF GFP-LC3 puncta imaging; test concentration mostly 10 µM; calls only at 10 µM (by protocol); 0.98% of 190,000 active; AID 463193, 2010;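 active = percentage of spot-positive cells more than 3 SD above its plate mean, without a fluorescence outlier flag or 80% toxicity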;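 note: spot-positive cell cutoff set from DMSO-treated cells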
# human PMI inhibitors: human PMI inhibitors, high substrate, primary screen, biochemical, fluorescence intensity, high mannose 6-phosphate (AID 1220). inhibition, % at 20 µM, or IC50 in µM where a hit was titrated. 0.66% of 190,000 active. recombinant PMI enzyme, coupled fluorescence intensity; higher % means a stronger effect
# PMI inhibitors: inhibitors of human PMI, primary screen, biochemical, fluorescence intensity, coupled assay (AID 1209). Mannose-6-phosphate isomerase (Homo sapiens). purified PMI enzyme, coupled fluorescence intensity; higher % means a stronger effect. inhibition, % at 20 µM; hits with a dose series show IC50 in µM. 0.42% of 190,000 active;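 note: plate controls were DMSO vehicle for no effect and wells lacking substrate for full effect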
# WT yeast gro inh mutant strain: second read-out of WT yeast gro inh, no call of its own (marks repeat the call); inhibition, %; mitochondrial fusion phenotypic screen, mutant strain inhibition
# Dynein transport cytoplasmic EGFP: second read-out of Dynein transport, no call of its own (marks repeat the call); z-score; measured here: cytoplasmic GR-EGFP intensity; active compounds read high
# Dynein transport nuclear GR-EGFP: second read-out of Dynein transport, no call of its own (marks repeat the call); z-score; measured here: nuclear GR-EGFP intensity;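 lower value marks the stronger effect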
# Dynein transport cell count: further read-out of Dynein transport, marked with its call; z-score; measured here: cell count per field
# Insulin prom up cell count: further read-out of Insulin prom up, marked with its call; cell count; measured here: cytotoxicity, nuclei count;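 total cells summed across four imaged fields per well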
# bCat nuc transl cell count 5 µM: further read-out of bCat nuc transl, marked with its call; cell count; measured here: cell count, cytotoxicity flag
# MT stabilizer Hoechst-high %: second read-out of MT stabilizer, no call of its own (marks repeat the call); % Hoechst-high responders; measured here: nuclear condensation Hoechst responders;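 share of cells brighter than vehicle mean plus two SD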
# MT stabilizer cytotoxicity %: second read-out of MT stabilizer, no call of its own (marks repeat the call); toxicity, %; measured here: cytotoxicity by cell density;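 0% = mean cell density of plate MIN control wells and 100% = no cells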
# Autophagy HCS cell loss 18 h: further read-out of Autophagy HCS, marked with its call; toxicity, %; measured here: cell loss, nuclei count;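 cell loss after 18 h compound exposure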
# Active calls of the source: *; i = inactive; . = no result given. Cut-off read from the data, not from the text of the source, unless noted: active = inhibition above about 50%; inactive = the rest. No enrichment for hits. About 5% of those tested had a hit in this group.
SMILES,MT stabilizer,MT stabilizer Hoechst-high %,MT stabilizer cytotoxicity %,Insulin prom up,Insulin prom up cell count,WT yeast gro inh,WT yeast gro inh mutant strain,Yfh1-off respiration,bCat nuc transl,bCat nuc transl cell count 5 µM,Dynein transport,Dynein transport cytoplasmic EGFP,Dynein transport nuclear GR-EGFP,Dynein transport cell count,Autophagy HCS,Autophagy HCS cell loss 18 h,human PMI inhibitors,PMI inhibitors
Cc1c(CN2CCc3c([nH]c4ccccc34)C2CC(C)C)cnn1C (stereo unspecified),2.0,1.7,6.6,.,.,-5,-2,i,-0.2,1024,0.56,-0.17,0.65,-0.18,i,2,-2%,0%
CCN(CC)S(=O)(=O)c1ccc(N2CCOCC2)c(C(=O)O)c1,1.3,0.9,9.0,0.23,1014,20,13,.,-6.2,1112,-0.63,-0.11,0.021,0.6,i,34,-3%,1%
Cc1cc(NC(=O)CN2C(=O)NC(C)(CCc3ccccc3)C2=O)no1 (stereo unspecified),3.1,3.3,4.6,1.1,1202,-8,7,i,-0.1,1081,0.26,-0.32,0.12,-0.99,i,3,8%,13%
Cc1cc(N2C(=O)C3CCC(c4ccccc4)CC3C2=O)no1 (stereo unspecified),3.3,1.5,2.7,0.12,1635,5,7,i,-4.6,1115,-1,0.0048,-0.29,0.95,i,19,-6%,2%
CCCc1cc(C(N)=O)c(NC(=O)c2cc(C)on2)s1,3.7,2.2,6.8,0.08,1313,53,24,i,0.5,1170,-0.43,0.06,-0.14,1.1,i,-7,-9%,4%
C=CCN1CC(O)=C(c2nc3ccccc3[nH]2)C1=N,1.4,1.6,4.5,1.1,1615,-5,-3,i,0.4,937,-1.1,-0.28,-0.5,1,i,6,4%,7%
Nc1n[nH]c(N)c1N=Nc1ccc(Cl)cc1Cl,7.9,2.4,12,-0.09,1287,18,3,i,2.2,382,2.2,-0.25,0.75,-1.6,i,-5,22%,18%
Cc1ccccc1Nc1nnc(C)c(=O)[nH]1,3.6,1.5,58,-0.61,1230,-15,-7,i,.,.,-0.78,-0.25,-0.37,0.65,i,-3,9%,9%
COc1ccc(/C=C/C(=O)NCC(c2ccc(F)cc2)N2CCOCC2)cc1OC (stereo unspecified),.,.,.,0.8,859,.,.,i,-0.2,1240,-0.89,-0.82,-0.31,1.6,.,.,.,.
CCCC(=O)Nc1ccc(NC(=S)NC(=O)c2cccs2)cc1,0.7,1.8,6.6,-0.16,1464,-9,2,i,1.0,1503,-0.33,-0.18,-0.097,0.86,i,9,3%,6%
C[C@]12CCC(O)CC1CCC1C2CC[C@]2(C)C(c3cc(C(F)(F)F)n[nH]3)CCC12 (stereo partly specified),.,.,.,-0.76,910,.,.,i,0.5,1342,0.0058,-0.26,0.49,1.1,.,.,.,.
COc1cc(OC)cc(C(=O)Nn2cc(C(=O)Nc3ccccc3F)c3ccccc3c2=O)c1,3.2,1.0,5.8,0.35,1291,19,11,i,2.7,568,0.15,-0.32,-0.28,0.35,i,-10,5%,10%
Cc1ccc(CC(=O)N(Cc2ccccc2)c2ccccn2)cc1,1.6,2.9,11,-0.46,1503,-2,8,i,-1.5,845,-0.29,-0.37,0.073,0.1,i,-1,9%,1%
CCO[C@H]1OC(C(=O)N2CCN(Cc3ccccc3)CC2)=C[C@@H](c2ccc(C(F)(F)F)cc2)[C@@H]1CCCO,1.5,0.5,14,-0.45,1339,26,8,i,2.9,1058,0.4,-0.12,0.5,0.033,i,28,10%,19%
CCOC(=O)c1nn(-c2ccccc2C)c2nc(-c3ccc(C)cc3)c(C#N)c(=O)n12,2.8,1.1,6.4,0.01,1244,-16,-1,i,-4.3,1223,1.2,0.025,1.1,-0.032,i,36,6%,9%
CCOC(=O)Cc1nn(CC)c(=O)c2ccccc12,1.7,1.8,5.8,-0.2,1444,-17,2,i,-2.1,981,-0.38,-0.16,0.018,0.39,i,10,-10%,-3%
CCCC(=O)Nc1ccc2c(c1)nc1n2CCN(C2CCCCC2)C1,1.5,2.3,4.0,-1.1,1338,0,12,i,-0.7,1544,0.74,-0.25,0.32,-0.49,i,8,-64%,-55%
C/C(=N/NC(=O)CSc1nc2ccccc2n1C)c1ccncc1,2.0,2.8,3.9,-0.19,1263,5,-11,i,-4.3,1139,-1.3,-0.2,-0.86,0.6,i,56,-3%,-9%
CCc1cc(CNC(=O)CC2C(=O)NCCN2Cc2c(F)cccc2Cl)on1 (stereo unspecified),3.9,1.3,3.6,-0.06,1572,-7,-8,i,-0.7,1535,-0.59,0.23,-0.097,0.51,i,-23,9%,7%
Cc1cc(CNC(=O)[C@H]2C[C@@H]2[C@H](NP(=O)(c2ccccc2)c2ccccc2)c2ccccc2)nn1C,2.9,2.7,4.3,1.3,1120,-4,-1,i,-4.5,198,-0.0041,-0.24,0.44,0.38,i,-58,5%,5%

# Continued; it opens with the two that closed the last part.
SMILES,MT stabilizer,MT stabilizer Hoechst-high %,MT stabilizer cytotoxicity %,Insulin prom up,Insulin prom up cell count,WT yeast gro inh,WT yeast gro inh mutant strain,Yfh1-off respiration,bCat nuc transl,bCat nuc transl cell count 5 µM,Dynein transport,Dynein transport cytoplasmic EGFP,Dynein transport nuclear GR-EGFP,Dynein transport cell count,Autophagy HCS,Autophagy HCS cell loss 18 h,human PMI inhibitors,PMI inhibitors
CCc1cc(CNC(=O)CC2C(=O)NCCN2Cc2c(F)cccc2Cl)on1 (stereo unspecified),3.9,1.3,3.6,-0.06,1572,-7,-8,i,-0.7,1535,-0.59,0.23,-0.097,0.51,i,-23,9%,7%
Cc1cc(CNC(=O)[C@H]2C[C@@H]2[C@H](NP(=O)(c2ccccc2)c2ccccc2)c2ccccc2)nn1C,2.9,2.7,4.3,1.3,1120,-4,-1,i,-4.5,198,-0.0041,-0.24,0.44,0.38,i,-58,5%,5%
Cc1cc(C)n2nc(CCCCc3nc4nc(C)cc(C)n4n3)nc2n1,1.8,2.0,4.1,-0.12,1011,-16,19,i,0.3,1505,-0.68,-0.21,-0.52,-0.41,i,7,.,.
Cc1ccc(C)c(S(=O)(=O)NC(C)C(=O)Nc2ccc(-c3nc4ccccc4s3)cc2)c1 (stereo unspecified),2.0,1.1,5.8,-0.28,1613,-3,-16,i,0.1,1335,0.22,-0.17,0.78,0.089,i,40,3%,-3%
O=C(OC(C(=O)Nc1ccc(Cl)cc1C(F)(F)F)c1ccccc1)c1c(Cl)cccc1Cl (stereo unspecified),2.3,3.0,8.9,1.2,1423,20,-8,i,2.6,883,-0.88,-0.23,-0.51,1.4,i,-10,14%,23%
CCOC(=O)c1oc2ccccc2c1NC(=O)COC,3.3,2.4,9.0,-1.1,1558,26,24,i,-0.2,992,-0.77,-0.2,-0.33,1.5,i,2,-11%,4%
Cc1ccc(NC(=O)C2CCN(S(=O)(=O)c3cnc[nH]3)CC2)nc1,6.3,1.7,5.4,0.59,1276,-4,0,i,-1.4,1060,-0.29,-0.19,0.058,0.41,i,-6,0%,3%
COC(=O)c1ccc2c(c1)SC1=C(CCCC1=O)N2,4.1,0.2,27,0.44,1288,4,11,i,.,.,-0.017,0.9,0.38,0.52,i,-1,12%,9%
CC(=NC1CCCCC1)C1=C(O)c2ccccc2C1=O,2.8,2.3,12,0.27,979,.,.,i,0.4,1171,0.056,-0.45,0.0054,0.36,i,2,34%,7%
Cc1ccc(C(=O)N2CCSC2=S)cc1,2.4,1.5,9.9,0.42,1370,-14,13,i,-0.6,1553,-0.74,-0.26,-0.23,0.41,i,0,-7%,-2%
O=C(COc1ccccc1)NCCc1cn2ccsc2n1,1.4,3.6,2.9,0.28,811,-7,-8,i,.,.,1,-0.064,0.67,-0.82,i,8,8%,19%
CCCc1nnc(SCC(=O)N2CCOCC2)n1CCCOC,5.0,3.7,6.0,.,.,-46,-11,i,-3.6,1222,-0.45,-0.28,-0.047,0.45,i,-9,6%,6%
COc1cc(NC(=O)COc2ccc(Br)cc2)ccc1NC(=O)C(C)C,2.2,3.8,3.7,0.62,1392,-1,11,i,0.7,1566,-0.84,-0.31,-0.049,0.39,i,-3,-6%,-2%
Cc1ccc(C(=O)CSc2nnc3c4ccccc4nc(Cc4ccccc4)n23)cc1,5.0,1.4,3.1,-0.29,1244,-9,-24,i,-2.7,477,-0.43,-0.23,-0.48,0.35,i,-7,13%,13%
CN(C)S(=O)(=O)c1cccc(NC(=O)CNC2CCCCC2)c1,.,.,.,-0.8,1357,.,.,i,-2.2,1102,0.27,-0.11,0.16,-0.23,.,.,.,.
Cc1ccc(NC(=O)Cn2cncc2-c2ccc([N+](=O)[O-])cc2)cc1C,2.3,1.4,7.7,2,1382,-6,36,.,6.8,1371,0.65,-0.16,0.32,-1,i,2,1%,7%
COC(=O)[C@@H]1CC[C@H](C)[C@@H](c2ccc(C)cc2)N1C(=O)c1ccc(/C=N/O[C@H](C)c2cn([C@@H]3COC[C@H]3O)nn2)cc1,5.4,1.2,7.0,0.69,1278,22,-4,.,.,.,0.7,-0.24,0.64,0.33,i,6,9%,9%
C=CCNC(=O)C1CCN(c2cnccn2)CC1,4.6,1.5,4.1,-0.4,1352,2,1,i,1.7,1078,0.51,-0.27,-0.28,-0.33,i,-6,-14%,-12%
Clc1cccc(C[n+]2cc(-c3ccccc3)n3c2CCC3)c1,1.8,2.2,12,-0.1,859,-14,5,i,0.1,519,0.013,-0.25,0.049,0.81,i,-6,4%,6%
